Screens deposited in PubChem by IUPUI and University of Michigan.
ST2 IL33 inh – blocks human ST2 binding to IL-33 | Q01638 | AlphaLISA ST2-Fc/biotin-IL-33 interaction, 1 h | inhibition, % for hits at 17 µM | 78,000 compounds, 2.3% hits | AID 1259354; in the data active = inhibition above about 30%; inconclusive = mostly about 10% to 28%
Target sequence (Q01638 whole entry, looked up): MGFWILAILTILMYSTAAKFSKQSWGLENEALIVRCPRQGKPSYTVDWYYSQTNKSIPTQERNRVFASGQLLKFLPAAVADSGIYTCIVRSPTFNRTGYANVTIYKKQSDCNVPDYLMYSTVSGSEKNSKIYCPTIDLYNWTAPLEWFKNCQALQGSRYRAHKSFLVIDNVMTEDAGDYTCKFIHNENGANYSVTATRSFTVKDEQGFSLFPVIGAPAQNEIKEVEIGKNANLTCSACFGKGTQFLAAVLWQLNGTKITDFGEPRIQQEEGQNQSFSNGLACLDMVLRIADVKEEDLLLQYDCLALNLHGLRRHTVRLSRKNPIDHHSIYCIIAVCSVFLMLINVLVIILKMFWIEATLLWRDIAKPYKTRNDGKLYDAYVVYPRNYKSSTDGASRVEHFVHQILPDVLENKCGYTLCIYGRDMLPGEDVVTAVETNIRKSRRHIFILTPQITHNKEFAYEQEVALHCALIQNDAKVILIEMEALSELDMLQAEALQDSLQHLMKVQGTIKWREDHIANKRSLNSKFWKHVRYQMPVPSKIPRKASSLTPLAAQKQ
Starred values were filed as active, the others as inactive; i = inactive; u = inconclusive. An excerpt; count on the stated rates, not on these rows.

SMILES	ST2 IL33 inh
CC(=NCc1ccccc1)C1=C(O)CC(C)(C)CC1=O	i
CC(=O)NC(=O)c1cc2cc(Br)ccc2oc1=Nc1ccccc1F	i
O=C(NC1CCCCCCC1)c1ccccc1	i
CN1CCN(C(=O)c2cn(Cc3cccc4ccccc34)nn2)CC1c1ccccc1 (stereo not given)	i
O=[N+]([O-])c1cc(Cl)ccc1N1CCN(c2ccc([N+](=O)[O-])c3cccnc23)CC1	56%*
Cc1cc(C)n(C(=O)C(c2ccccc2)c2ccccc2)n1	i
CCN(CC)CCCNC(=O)c1cn(CC)c(=O)c2cc(OC)c(OC)cc12	u
O=C(NC1CCCCC1)N1CCC(n2cc(-c3ccccn3)nn2)CC1	i
O=C(O)c1[nH]ncc1CN1CCCC(C(=O)c2ccc(C(F)(F)F)cc2)C1 (stereo not given)	i
COc1ccc(Br)cc1CNC(=O)c1ccc2c(c1)ncn2C1CCCC1	i
CC(C)Nc1nc(Cl)nc(NC(C)(C)CO)n1	u
O=C(CNS(=O)(=O)c1ccc(Br)s1)NC1CCCc2ccccc21 (stereo not given)	i
COc1ccccc1N1CCN(C(=O)COc2cc(C)c(Br)c(C)c2)CC1	i
O=C(c1cccn2c(=O)c3c4c(sc3nc12)CCCC4)N1CCN(Cc2ccccc2)CC1	i
CC(=O)c1ccc(NC(=O)c2cc3cc(Br)ccc3oc2=O)cc1	39%*
CC1=C[C@@H](CNC(=O)COCC(=O)O)[C@H](C(C)C)C[C@H]1CC(=O)N1CCCC1	u
CCCCNS(=O)(=O)c1ccc(OCC)c2ncccc12	u
O=C(COc1ccccc1F)Nc1c(C(=O)Nc2ccccc2F)oc2ccccc12	i
CC(C)(C)n1nc2c(c1NC(=O)c1ccc(S(=O)(=O)N3CCCC3)cc1)CSC2	i
O=C(NCc1ccc(F)cc1)c1ccncc1	i
COc1ccccc1-c1cc(C(=O)N2CCC(O)(c3ccccc3)C2)[nH]n1 (stereo not given)	u
COC(=O)c1ccc(C2C=C(c3ccccc3)Nc3nc4ccccc4n32)cc1 (stereo not given)	i
O=C(Nc1cccc(Cl)c1Cl)c1cc2c(=O)n3ccccc3nc2s1	u
Cc1cccc(C)c1NC(=O)c1cc2ccccc2o1	i
CN(CC(=O)Nc1ccc(F)cc1)S(=O)(=O)c1ccccc1	i
Cn1c(=O)cc(SCC(=O)N2CCOCC2)c2ccc(Cl)cc21	i
CCCCn1c(C(C)NC(=O)c2cccs2)nc2ccccc21 (stereo not given)	u
COC(=O)c1ccc2c(c1)N(Cc1ccccc1F)C(=O)CS2=O (stereo not given)	u
COC(=O)c1cccc(-c2cc(Cl)c3c(c2)CC(CNC(=O)CCn2ccc(C)n2)O3)c1 (stereo not given)	i
OCCC1CCCCN1CCc1ccccc1 (stereo not given)	i
Cc1ccc(-c2nc(S(=O)(=O)c3ccc(C)cc3)c(SCC(N)=O)o2)cc1	i
O=C(CSc1nc2c(sc3ccccc32)c(=O)n1-c1ccccc1)NCc1ccco1	i
CCC(=O)N1c2ccccc2NC2=C(C(=O)CCC2)C1c1ccc(Cl)cc1Cl (stereo not given)	u
N#CC1=C2SCN(Cc3ccccc3)CN2C(=O)CC1c1c(F)cccc1Cl (stereo not given)	i
CC(C)n1cc(C(=O)N2C[C@H]3OC(=O)N(CCN4CCCCC4)[C@H]3C2)cn1	i
Cc1sc(-n2cccc2)c(C(=O)N2CC[C@H]3CC[C@@H](C2)N3)c1C	u
N#CC1=C(N)Oc2cc(N)ccc2C1c1ccc(-c2ccccc2)cc1 (stereo not given)	i
CCOC(=O)C1(CCCc2ccccc2)CCN(C(=O)c2cccc(C)c2)CC1	u
CCOC(=O)C1CCN(c2nc3ccc(CC)cc3s2)CC1	i
COc1ccc(NC(=O)CC2CCCCC2)c([N+](=O)[O-])c1	40%*
Cc1c(CNC(=O)C2(N3CCCCC3)Cc3ccccc3C2)cnn1C	i
COc1ccc(NC(=O)c2ccc(-c3ccccc3)cc2)c([N+](=O)[O-])c1	i
O=C(Nc1ncc(S(=O)(=O)c2ccc([N+](=O)[O-])cc2)s1)c1cccc(Cl)c1	i
O=C1Nc2ccc(Br)cc2C(O)(C(=O)NC2CC2)N1c1ccc(Cl)cc1 (stereo not given)	u
Cc1nccn1C(C)c1nc(C2CC2)nn1-c1cccc2cccnc12 (stereo not given)	i
c1ccc(CCN2CCCC3(CCN(Cc4ccc5nsnc5c4)C3)C2)cc1 (stereo not given)	i
Nc1c(C(=O)Nc2ccc(Cl)cc2)sc2nc3c(cc12)CCCC3	i
CCCN1C(=O)NC(CC(=O)N2CC(c3ccncc3)C2)C1=O (stereo not given)	u
CC1CCN(C(=O)C2(S(=O)(=O)c3ccc(Cl)cc3)CC2)CC1	i
COc1ccc(-c2c(C)n[nH]c2C)cn1	u
O=C(O)COc1ccc(N2C(=O)c3cccc4cccc(c34)C2=O)cc1	i
Cc1cc(NC(=O)CSC2=Nc3ccccc3C3=NC(Cc4ccccc4)C(=O)N23)n[nH]1 (stereo not given)	u
CC(C)(C)C1CCc2onc(C(=O)N3CCOCC3)c2C1 (stereo not given)	i
O=C(c1ccc2n[nH]nc2c1)N1CCCC(c2[nH]ncc2-c2ccccc2)C1 (stereo not given)	u
N#Cc1ccc(C(c2c(O)[nH]c(=O)[nH]c2=O)c2c(O)[nH]c(=O)[nH]c2=O)cc1	i
CCc1ccc(-c2nccn2-c2ccccc2CCO)nc1	u
COc1cccc(CCNC(=O)Cn2nnnc2CN2CCCCCC2)c1OC	i
CC(=O)N(C)C1CCN(c2cc(C)c3ccc(Cl)cc3n2)C1 (stereo not given)	i
CCN(C(=O)c1cnc2n(c1=O)CCS2)c1cccc(C)c1	i
c1ccc2c(c1)-c1ccccc1C2N1CCNCC1	i

(listing goes on)
SMILES	ST2 IL33 inh
O=C(Nc1ccc(Cl)cc1[N+](=O)[O-])c1cccs1	33%*
FC(F)(F)c1cc(-c2ccccc2)nc(-n2ccnc2)n1	u
Cc1cc(C)c(-n2nnnc2SCC(=O)Nc2nonc2-c2nc3ccccc3n2C)c(C)c1	i
O=C(O)COCC(=O)N[C@H]1CO[C@H]2[C@@H]1OC[C@@H]2n1nnnc1-c1ccc2c(c1)OCO2	u
Cc1ccc(S(=O)(=O)NC(C)C(=O)O)cc1 (stereo not given)	u
COc1ccc(C(=O)OCCCN=C2NS(=O)(=O)c3ccccc32)cc1OC	i
CC(C)(C)c1nc(CN2CCOCC2)cc(CN2CCOCC2)c1O	i
Cc1nn(C)c(C)c1-c1cc(C(=O)N2C[C@H]3CC=CC[C@H]3C2)n(C)n1	u
CCOc1ccccc1NC(=O)C1CCN(C(=O)c2cccs2)CC1	u
C=CCSc1nnc2c(n1)OC(c1ccsc1)Nc1ccccc1-2 (stereo not given)	i
COc1ccccc1NC(=O)N1CCOCC1	i
NS(=O)(=O)c1ccc(NC(=O)C2Cc3ccccc3N2C(=O)c2ccccc2)cc1 (stereo not given)	u

4 of the compounds above, with bars between the fields.
SMILES | ST2 IL33 inh
COc1ccccc1NC(=O)N1CCOCC1 | i
FC(F)(F)c1cc(-c2ccccc2)nc(-n2ccnc2)n1 | u
NS(=O)(=O)c1ccc(NC(=O)C2Cc3ccccc3N2C(=O)c2ccccc2)cc1 (stereo not given) | u
Cc1nn(C)c(C)c1-c1cc(C(=O)N2C[C@H]3CC=CC[C@H]3C2)n(C)n1 | u

Remaining list, next part:
SMILES	ST2 IL33 inh
Cc1ccc(NCN2C(=O)c3ccccc3C2=O)c(C)c1	i
CCOC(=O)N1CCC(NC(=O)C2CC23CCN(C(=O)c2cc4ccccc4n2C)CC3)CC1 (stereo not given)	i
CCCC(NC(=O)c1csc(C(C)=O)c1)c1ccccc1 (stereo not given)	u
CN(CCc1ccccc1)C1CCCN(C(=O)CSc2ncn[nH]2)C1 (stereo not given)	i
O=C(C[C@@H]1O[C@H](CNCc2cccc(Cl)c2)[C@@H](O)[C@H]1O)N1CCCC1	i
Cn1c(=O)c2c(SCC(=O)Nc3ccccc3)nc(-c3ccco3)nc2n(C)c1=O	i
O=C(COc1ccccc1)N[C@H]1CO[C@H]2[C@@H]1OC[C@H]2OC(=O)Nc1ccccc1	u
CCOC(=O)C1CCCN(c2ncnc(N)c2[N+](=O)[O-])C1 (stereo not given)	i
COc1ccc(C(=O)NCCn2cc(SCc3ccccc3F)c3ccccc32)cc1	i
Cc1ccc(-c2cc(O)c3c(c2)CN(C(=O)C(C)N2CCCC2=O)CCO3)cc1 (stereo not given)	u
COc1ccc(C=Nc2c(C)n(C)n(-c3ccccc3)c2=O)cc1Br	i
c1ncn(CCN2CCN(C3CCC4(CCNCC4)CC3)CC2)n1	i

Reprinted from the part before: two entries, followed by the next part.
SMILES	ST2 IL33 inh
COc1ccc(C=Nc2c(C)n(C)n(-c3ccccc3)c2=O)cc1Br	i
c1ncn(CCN2CCN(C3CCC4(CCNCC4)CC3)CC2)n1	i
Oc1cccc(-c2ccc(NC3CCCC3)nn2)c1	u
COc1ccc(CCNC(=O)N(C)C(C)c2nc(C)sc2C)cc1 (stereo not given)	i
COc1ccc(-c2nc3s/c(=C\c4ccc(C)cc4)c(=O)n3n2)cc1	i
COc1ccc(CNS(=O)(=O)c2cc(Cl)ccc2Cl)cc1	i
CCOc1cc(CN2CCC(C(=O)NCc3ccc(OC)cc3)CC2)ccc1O	i
COc1ccc(NC(=O)CCC2CCCN(Cc3ccc4cc(F)ccc4n3)C2)c(C)c1 (stereo not given)	u
CCN(CC)CCN=C1CCCc2ccccc2N1	i
COc1ccc(OC(C)C(=O)Nc2ccc(I)cc2C)cc1 (stereo not given)	i
COc1ccc(OC)c(C(=O)c2ccc(C(=O)Nc3ccc(NC(C)=O)cc3)cc2)c1	i
Cc1csc(SCC(=O)N2CC(=O)N(CC(C)C)CC(OCc3ccccn3)C2)n1 (stereo not given)	u
NS(=O)(=O)c1ccc(N=C2NC(=O)/C(=C\c3ccccc3)S2)cc1	u
COc1ccc(N=Cc2[nH]c3ccc(Br)c(Cl)c3c2O)cc1	u
CCCOC(=O)c1ccc(N2COc3ccc4c(C)cc(=O)oc4c3C2)cc1	u
O=C(Nc1nc2c(s1)CCCC2)c1ccccc1Cl	i
CN(Cc1ccc2c(c1)OCO2)Cc1cc2n(n1)CCCNC2	i
O=C(Nc1ccccc1F)c1cccs1	i
CCOc1cc(C(Nc2ccccn2)c2ccc3cccnc3c2O)ccc1O (stereo not given)	i
CN(C)CCn1c(C(=O)O)cc2ccccc21	i
CCOC(=O)C1CCN(C(=O)COc2ccc3c(c2)C(=O)CC(C)(C)O3)CC1	i
Oc1ccccc1CN1CCC(c2cc(-c3ccccc3Cl)n[nH]2)CC1	i
CCN1CCN(C(=O)c2cc(Cl)ccc2OC)CC1	i
CCOc1ccc(N=C(c2cccc([N+](=O)[O-])c2)N2CCOCC2)cc1	i
CCOc1cccc(-c2ccc(Cn3ccnc3)cn2)c1	u
Cc1ccc(OCCN2CCOCC2)c(Br)c1	i

Four of the compounds above, as labelled records.
> CCCOC(=O)c1ccc(N2COc3ccc4c(C)cc(=O)oc4c3C2)cc1
  ST2 IL33 inh: u
> Oc1ccccc1CN1CCC(c2cc(-c3ccccc3Cl)n[nH]2)CC1
  ST2 IL33 inh: i
> Cc1ccc(OCCN2CCOCC2)c(Br)c1
  ST2 IL33 inh: i
> CCOc1ccc(N=C(c2cccc([N+](=O)[O-])c2)N2CCOCC2)cc1
  ST2 IL33 inh: i

Further compounds follow.
SMILES	ST2 IL33 inh
COc1cccc(/C=C2/C(=O)N(c3ccc(Cl)c(Cl)c3)N=C2C)c1	u
O=C(CCS(=O)(=O)c1cccc2nsnc12)NCCc1ccc(Cl)cc1	i
NC(=O)Cn1c(=O)n(CCC(=O)NCc2ccc3c(c2)OCO3)c(=O)c2sccc21	i
CC(C)CN1CC(OCc2cccnc2)CN(C(=O)c2cc(C3CC3)nc3ccccc23)CC1=O (stereo not given)	i
COc1ccc(NCN2C(=O)c3ccccc3C2=O)c(OC)c1	i
COc1ccccc1/C=C/CN1CCOCC1	i
Cc1ccc(OCCOCCn2cnc3ccccc3c2=O)c(Br)c1	i
CC(C)(O)C#Cc1ccc(C(=O)N2Cc3ccccc3OC(c3ccccc3)C2)cc1 (stereo not given)	u
CSc1nc(C)cc(Oc2ccc(OCc3ccccc3)nn2)n1	i
CCN(CC)[C@H]1[C@@H]2OC[C@@H](O2)[C@@H](NC(=O)Nc2ccccc2)[C@@H]1O	i
COC(=O)c1c(C)oc2ccc(OC(=O)c3ccc(C)cc3)cc12	i
O=S(=O)(c1ccc(/C=C/c2ccccc2)cc1)N1CCCC1	u
COc1ccc(C2Oc3c(OC)cc(CCCO)cc3C2CO)cc1OC1OC(CO)C(O)C(O)C1O (stereo not given)	i
CCCSc1ncc(-c2nccn2CCc2scnc2C)cn1	i
COc1cccc(-c2nc(C(N)=O)c3c(n2)n(-c2ccc(C)c(C)c2)c(=O)n3Cc2ccccc2)c1	i
Cc1nc2c(C(=O)NC3CCCCC3C)c[nH]n2c(=O)c1Cc1ccccc1F (stereo not given)	u
COc1ccc(-c2cc(=O)c3cc(Br)ccc3o2)cc1OC	31%*
Cc1ccc(C(=O)Nc2ccc(S(=O)(=O)NC(C)(C)C)cc2)cc1C	i
CCCN1CCN(CCCNC(=O)c2cn(CC(C)C)c(=O)c3c2c2ccccc2n3C)CC1	i
CCN(CC)C(=O)C1CCCN(Cc2ccc(F)cc2F)C1 (stereo not given)	u
O=C(NCC1Cc2c(F)ccc(-c3ccncc3)c2O1)c1cc(Cl)ccc1F (stereo not given)	u
CCN(CC)C(=O)Sc1nc2ccccc2s1	i
CCOc1cccc(C=NCCNC(=O)c2nonc2N)c1O	u
CN(Cc1ccccc1)Cc1cn([C@H]2CO[C@H]3[C@@H]2OC[C@@H]3NCCCc2ccccc2)nn1	i
N#CC1=C(N)Oc2n[nH]c(-c3ccc(F)cc3)c2C1c1cn[nH]c1-c1ccc(F)cc1 (stereo not given)	u
